Screens from PubChem BioAssay.
eLon inh: inhibitors of E. coli Lon protease | P0A9M0 | purified E. coli Lon protease, fluorescence polarization | inhibition, % at 7.94 µM | 0.42% of 360,000 active | AID 602123; in the data active = inhibition above about 13%, passing the limit was not always enough;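 note: 0% = enzyme with probe and DMSO and 100% = no enzyme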
MsrA inhibitor: bovine MsrA inhibition; purified bovine MsrA, absorbance read-out; inhibition, % at 15.5 µM; 0.75% of 360,000 active; AID 651718; in the data active = inhibition above about 4.5%;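 note: 0% = vehicle wells with enzyme and 100% = reference inhibitor wells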
MsrA act: activates bovine MsrA enzyme; purified bovine MsrA, absorbance read-out; activation, % at 10.6 µM; 0.3% of 360,000 active; AID 602163; in the data active = activation above about 7.5%;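 note: 0% = vehicle and 100% = reference activator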
PABP1 MLLE inh: inhibitors of microRNA-mediated deadenylation, human PABP1 MLLE binding; P11940; 0.36% of 360,000 active; GST-MLLE / FITC-PAM2 fluorescence polarization; inhibition, % at 20 µM; in the data active = inhibition above about 35%, passing the limit was not always enough;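 note: plate controls were DMSO wells with GST-MLLE for no effect and wells lacking GST-MLLE protein for full effect; some results filed as inactive read as strong as hits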
Target sequence (P11940 whole entry, looked up): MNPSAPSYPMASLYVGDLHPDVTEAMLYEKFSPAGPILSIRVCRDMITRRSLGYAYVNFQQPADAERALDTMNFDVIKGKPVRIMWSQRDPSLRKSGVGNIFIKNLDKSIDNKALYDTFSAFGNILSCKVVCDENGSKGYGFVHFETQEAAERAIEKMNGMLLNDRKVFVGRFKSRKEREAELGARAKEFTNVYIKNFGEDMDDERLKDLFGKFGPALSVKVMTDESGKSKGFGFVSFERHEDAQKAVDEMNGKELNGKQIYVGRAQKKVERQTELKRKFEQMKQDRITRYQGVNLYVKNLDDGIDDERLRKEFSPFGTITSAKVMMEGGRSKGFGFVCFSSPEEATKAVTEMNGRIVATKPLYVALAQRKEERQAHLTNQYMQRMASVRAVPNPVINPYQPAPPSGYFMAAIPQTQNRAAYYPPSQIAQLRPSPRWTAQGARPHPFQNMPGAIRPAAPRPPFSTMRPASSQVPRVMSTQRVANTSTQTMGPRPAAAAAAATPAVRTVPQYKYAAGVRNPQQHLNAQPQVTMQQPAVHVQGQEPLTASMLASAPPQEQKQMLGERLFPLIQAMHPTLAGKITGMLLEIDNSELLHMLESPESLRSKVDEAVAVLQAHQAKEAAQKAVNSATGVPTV
CSN deneddyl inh: blocks human CSN-mediated cullin deneddylation | Q92905 | Purified CSN, SCF-Nedd8-OG deneddylation, fluorescence polarization | inhibition, % at 12.5 µM | 0.38% of 360,000 active | AID 651999;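 active = pattern-corrected inhibition above about 35%, with an unprinted fluorescence ratio check between 0.5 and 1.5, limit read from the data, passing the limit was not always enough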;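 note: 0% = enzyme with substrate and 100% = substrate without enzyme; some results filed as inactive read as strong as hits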
Target sequence (Q92905 whole entry, looked up, one chain of several): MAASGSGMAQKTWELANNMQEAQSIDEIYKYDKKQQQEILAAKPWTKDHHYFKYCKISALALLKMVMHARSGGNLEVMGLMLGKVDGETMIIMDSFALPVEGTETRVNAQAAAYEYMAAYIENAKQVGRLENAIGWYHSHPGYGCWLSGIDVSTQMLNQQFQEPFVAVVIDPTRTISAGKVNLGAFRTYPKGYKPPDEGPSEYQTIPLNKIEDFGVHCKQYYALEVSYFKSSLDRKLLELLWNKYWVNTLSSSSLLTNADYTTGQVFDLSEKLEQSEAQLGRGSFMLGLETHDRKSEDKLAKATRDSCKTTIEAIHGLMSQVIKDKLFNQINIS
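assay system = purified human Csn5 enzyme expressed in HEK293T cells | amount = 0.24 nM enzyme | buffer or medium = Tris/NaCl/DTT buffer, pH 7.5 | reagent = 10 nM SCFSkp2-Nedd8OG | compound = one concentration, 12.5 µM, 0.25% DMSO | times = 90 min reaction at room temperature | signal = FP | read-out basis = % inhibition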
FAS-TE inh: FAS thioesterase (human) inhibition. AID 602261. inhibition, % at 15 µM. recombinant FAS-TE, OMFH fluorogenic substrate, fluorescence endpoint. 0.67% of 360,000 active;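 active = compounds whose normalised, plate-corrected inhibition of enzyme fluorescence in the single-dose primary screen is 50% or more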;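 note: 0% = DMSO with enzyme and 100% = substrate without enzyme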
Rin1-Abl PPI inh: human Rin1-Abl interaction inhibition; TR-FRET Rin1/Abl binding, biochemical; inhibition, % at 7.35 µM; 0.4% of 360,000 active; P00519+Q13671; in the data active = inhibition above about 5%, passing the limit was not always enough
Rpn11 block: inhibitors of human proteasome Rpn11 | human 26S proteasome, Ub4-pepOG fluorescence polarization; 20S core pre-blocked with epoxomicin | calls only at 20 µM | 0.59% of 360,000 active;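 active = inhibition at 20 µM, scaled to each plate's controls, above about 33%, limit read from the data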
MT1-MMP act inh: inhibitors of human MT1-MMP activation. AID 651647. 0.061% of 360,000 active. GFP/RFP ratio change, % at 20 µM. HT1080 RFP-PRO-GFP cells, GFP/RFP ratio fluorescence, overnight; percent of plate control window, DMSO zero;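 active = GFP/RFP ratio change of at least 30% with cell ATP level not reduced by more than half and red fluorescence within 50% of control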; note: strong numbers were not always called active
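system = RFP-PRO-GFP reporter HT1080 cells | dosing = 20 µM single dose, 1% DMSO | timing = overnight cell settling, then overnight compound exposure, 37 °C, 5% CO2 | read-out basis = GFP/RFP fluorescence ratio | controls = DMSO and RFP-L50D-GFP cell wells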
The depositor's hits bear a star; i = inactive; · = no result given; + = active, no number. No enrichment for hits. About 3.7% of those tested had a hit in this group.

compound | eLon inh | MsrA inhibitor | MsrA act | PABP1 MLLE inh | CSN deneddyl inh | FAS-TE inh | Rin1-Abl PPI inh | Rpn11 block | MT1-MMP act inh
Cc1nnc(SCC(=O)NCC(=O)Nc2ccc(F)c(F)c2F)n1N | -6 | 0.5 | -1 | -6 | 4 | -10 | 2 | i | -1
Oc1ccc(N=Nc2ccccc2)cc1 | -6 | 4.4 | -5 | -2 | 3 | -2 | -4 | i | 0
CCCCOc1c(Cl)cc(C(=O)N(C)CC(=O)Nc2ccc(N3CCOCC3)cc2)cc1OCC | 1 | 0.4 | -2 | -16 | -5 | 0 | -1 | i | 2
C/C(NCCN1CCOCC1)=C(\C#N)C(N)=O | -7 | 0.1 | 2 | 14 | -4 | -5 | 5 | i | 1
CN(CC(=O)Nc1c(Cl)cccc1Cl)C(=O)c1cccc(-n2cccc2)c1 | -13 | -0.1 | 3 | 8 | 22 | -2 | 1 | i | -2
c1cc2ccc3ccc(CN4CCOCC4)c4ccc(c1)c2c34 | 17* | 1.6 | -1 | 5 | -2 | 21 | -2 | i | -5
COc1ccc(NC(=O)c2ccc(=O)[nH]c2)cc1S(=O)(=O)N1CCOCC1 | -3 | 0.7 | -5 | -13 | 1 | -5 | 2 | i | 0
CCOC(=O)C1(CCCc2ccccc2)CCN(C(=O)CCn2cncn2)CC1 | -3 | -1.6 | -1 | 9 | -4 | -3 | 1 | i | 3
COc1ccc(C(CC(=O)Nc2ccccn2)N2Cc3ccccc3C2=O)cc1 (centres undefined) | -4 | -0.8 | -1 | 27 | -1 | -1 | 1 | i | 1
FC(F)(F)Oc1ccccc1-c1nnc(-c2cccc(C(F)(F)F)c2)o1 | -17 | -0.8 | -2 | 8 | 6 | 26 | 1 | i | 3
CC1Sc2ccc(C(=O)NCc3ccccc3Cl)cc2NC1=O (centres undefined) | 3 | 1.1 | -12 | 9 | 3 | -4 | 3 | i | -5
Cc1c(C(=O)C(=O)NCc2ccco2)c2ccccc2n1C | -4 | -1.3 | -1 | -5 | -4 | -5 | -1 | i | -4
CCC(C)n1c(SC(C)C#N)nc2ccccc2c1=O (centres undefined) | -1 | 0.0 | -3 | 0 | 8 | 12 | 0 | i | -2
O=C(O)c1ccc(CSc2nnnn2-c2ccc(F)cc2)cc1 | -7 | -0.6 | -6 | -3 | 13 | -8 | -2 | i | 3
COCCN(CC(=O)Nc1ccccc1C(F)(F)F)C(=O)/C=C/c1ccc2ccccc2n1 | -9 | -0.2 | -2 | -15 | 0 | -11 | 0 | i | -7
CCCCn1c(N)c(N(CC)C(=O)Cc2ccc(S(=O)(=O)N3CCOCC3)s2)c(=O)[nH]c1=O | 0 | -0.9 | -2 | 0 | 2 | -4 | -4 | i | ·
O=C(Nc1ccc2c(c1)OCO2)c1cnc2n(c1=O)CCS2 | -6 | 1.0 | -4 | 8 | -1 | 4 | 2 | i | 14
CCOC(=O)CSc1nc2ccc(N3CCOCC3)cc2c(=O)n1Cc1ccccc1 | -5 | 0.5 | -2 | -52 | -4 | 14 | -7 | i | 6
CCN(CC)C(=O)c1cc2cc([N+](=O)[O-])ccc2s1 | -4 | 3.8 | -2 | 8 | -3 | 10 | -2 | i | -5
Cc1ccc(S(=O)(=O)N2CC3CCCN3c3ccc(C(F)(F)F)cc32)cc1 (centres undefined) | 2 | -0.4 | -9 | -7 | 2 | 18 | 0 | i | -9
COc1ccc(S(=O)(=O)Cc2ccc(C(=O)N3CCN(c4ccccc4F)CC3)o2)cc1 | 2 | -0.4 | -2 | 2 | -4 | 0 | 1 | i | -2
Cc1cc(NC(=O)c2cc(-c3ccccc3C)nc3ccccc23)no1 | 3 | -2.1 | -2 | -6 | 1 | 3 | -1 | i | -8
N#Cc1cn(-c2cccc(C(F)(F)F)c2)c(=O)[nH]c1=O | 1 | 1.0 | -8 | 30 | 0 | -7 | 3 | i | 1
O=C(Nc1ccc2c(c1)CCC2)c1cc(F)cc(F)c1 | -14 | -1.0 | -4 | 0 | 7 | 11 | 2 | i | -4
CC(CCCC(C)(C)O)NC(=O)c1ccc2oc(CCc3ccccc3)nc2c1 (centres undefined) | 0 | 0.9 | -2 | -5 | 3 | -6 | 2 | i | 4
O=C(ONC1=NCCCCC1)c1cccc([N+](=O)[O-])c1 | -8 | -0.1 | -7 | 5 | -3 | -6 | -1 | i | -4
COC(=O)c1ccccc1S(=O)(=O)N1CCC(C(=O)OCC(=O)NC2CCCCC2C)CC1 (centres undefined) | 14 | 1.0 | -2 | -11 | -3 | -2 | -3 | i | 1
O=C(CNC(=O)c1ccc(Br)o1)Nc1cccc(S(=O)(=O)N2CCOCC2)c1 | -3 | 1.0 | -4 | 2 | 0 | -3 | 4 | i | -2
CCOC(=O)c1nn(-c2ccccc2C)c(=O)cc1OCC(=O)N1CCN(c2ccccc2)CC1 | -13 | -0.9 | 3 | -1 | 1 | -2 | -1 | i | 1
COc1ccc2c(c1)[C@H]1[C@H](CO2)[C@H](c2ccccc2)[C@]2(C)C(=O)Nc3ccc(Cl)cc3C(=O)N12 | -3 | 0.0 | -3 | 1 | 3 | 86* | -2 | i | -21
COC(=O)N/N=C/c1cc(OC)c(O)c([N+](=O)[O-])c1 | 25 | 1.9 | -6 | 3 | 4 | -6 | -8 | i | 9
CC(C)N(Cc1nc2ccccc2c(=O)[nH]1)C(=O)c1ccc(NC(=O)CSc2nnnn2C)cc1 | 5 | 0.2 | -2 | 4 | -7 | -3 | 4 | i | 3

Sorted by molecular weight (highest first): some entries from above.
compound | eLon inh | MsrA inhibitor | MsrA act | PABP1 MLLE inh | CSN deneddyl inh | FAS-TE inh | Rin1-Abl PPI inh | Rpn11 block | MT1-MMP act inh
CC(C)N(Cc1nc2ccccc2c(=O)[nH]1)C(=O)c1ccc(NC(=O)CSc2nnnn2C)cc1 | 5 | 0.2 | -2 | 4 | -7 | -3 | 4 | i | 3
O=C(CNC(=O)c1ccc(Br)o1)Nc1cccc(S(=O)(=O)N2CCOCC2)c1 | -3 | 1.0 | -4 | 2 | 0 | -3 | 4 | i | -2
COC(=O)N/N=C/c1cc(OC)c(O)c([N+](=O)[O-])c1 | 25 | 1.9 | -6 | 3 | 4 | -6 | -8 | i | 9

(further entries)
compound | eLon inh | MsrA inhibitor | MsrA act | PABP1 MLLE inh | CSN deneddyl inh | FAS-TE inh | Rin1-Abl PPI inh | Rpn11 block | MT1-MMP act inh
COc1ccc(-c2ccc(-c3nnn(CC(=O)N4CCOCC4)n3)cc2)cc1 | 1 | -1.4 | -4 | 2 | -3 | -7 | -1 | i | 4
Cn1c(N)c(C(=O)c2ccc(Oc3ccccc3)cc2)c(=O)n(C)c1=O | -7 | 0.3 | -12 | -8 | 2 | -2 | 1 | i | 1
CC(=O)c1ccc(N=Nc2c(C)[nH][nH]c2=O)cc1 | 6 | 2.3 | -2 | 15 | 3 | 0 | -8 | i | 2
Cc1ccccc1-c1nnc(SCCOc2ccc3c(C)cc(=O)oc3c2)o1 | -11 | 0.9 | 0 | -12 | -2 | 13 | 3 | i | 0
CCOC(=O)N1CCN(C(=O)COC(=O)CNC(=O)c2ccc(OCC)c(OCC)c2)CC1 | -5 | -0.6 | -1 | -1 | 4 | -7 | -3 | i | 2
CC(NC(=O)CCn1ccc2cc(S(=O)(=O)N3CCCC3)ccc21)c1ccccc1 (centres undefined) | 3 | 1.9 | 1 | 5 | -3 | 0 | 1 | i | 0
CCNC(=S)N(CCN(CC)CC)Cc1cc2cc3c(cc2[nH]c1=O)OCCO3 | 10 | 4.4 | -5 | -109 | 7 | -5 | 0 | i | -4
Cc1cccc(N2CCN(C(=O)C3CCC(=O)N(Cc4ccccc4F)C3)CC2)c1C (centres undefined) | 1 | -0.8 | -3 | -5 | 1 | -2 | 2 | i | 5

Limited to CSN deneddyl inh, for some of the entries so far:
SMILES,CSN deneddyl inh
Cn1c(N)c(C(=O)c2ccc(Oc3ccccc3)cc2)c(=O)n(C)c1=O,2
CC(=O)c1ccc(N=Nc2c(C)[nH][nH]c2=O)cc1,3
Cc1ccccc1-c1nnc(SCCOc2ccc3c(C)cc(=O)oc3c2)o1,-2
CCOC(=O)N1CCN(C(=O)COC(=O)CNC(=O)c2ccc(OCC)c(OCC)c2)CC1,4
CC(NC(=O)CCn1ccc2cc(S(=O)(=O)N3CCCC3)ccc21)c1ccccc1 (centres undefined),-3
CCNC(=S)N(CCN(CC)CC)Cc1cc2cc3c(cc2[nH]c1=O)OCCO3,7

Continued.
compound | eLon inh | MsrA inhibitor | MsrA act | PABP1 MLLE inh | CSN deneddyl inh | FAS-TE inh | Rin1-Abl PPI inh | Rpn11 block | MT1-MMP act inh
CC1CCC(C(C)C)C(OCC(O)C[N+]2(C)CCCCC2)C1 (centres undefined) | -4 | 0.3 | -2 | -108 | -2 | -6 | 1 | i | -3
COc1ccccc1NC(=O)NCC1CC1(Cl)Cl (centres undefined) | 2 | -0.3 | -2 | 7 | 7 | 0 | 4 | i | -8
Cc1cccc(NC2=C(NCCO)C(=O)c3ccccc3C2=O)c1 | -6 | 0.1 | -1 | 16 | 1 | -4 | -7 | i | -3
O=C(C1CCN(S(=O)(=O)c2ccc(Cl)c(C(F)(F)F)c2)CC1)N1CCC1 | -5 | -1.2 | -1 | 11 | -4 | 0 | 1 | i | 0
COc1ccc(CN2CCOCC2)cc1 | 3 | -0.7 | -5 | 1 | -4 | -7 | 3 | i | 3
COc1ccc(/C=N/NC(=O)c2nc(Cl)c(Cl)c(N)c2Cl)cc1COc1ccccc1F | 2 | 1.9 | -9 | -10 | -1 | 6 | 1 | i | 1
CCc1ccc([C@@H]2C[C@H]3CN(Cc4ccccc4OC)C(=O)[C@]34CCCN24)cc1 | -12 | 3.2 | -5 | -20 | -2 | 1 | 4 | i | -12
CCOc1ccc(-n2nc3c(=S)[nH]nc(C)c3c2C)cc1 | -9 | 3.3 | -2 | -7 | 9 | -8 | i | i | 2
C#CC1(NC(=O)NC(C)(C)C)CCCCC1 | -9 | -0.6 | -4 | 0 | -3 | -1 | 1 | i | -7
COc1ccc(N(CC(=O)Nc2ccc(C)cn2)S(=O)(=O)c2c(C)noc2C)cc1 | 1 | -0.3 | -10 | 2 | 4 | 0 | -1 | i | 2
COc1ccc(C)cc1Nc1n[n+](-c2ccccc2)c(-c2ccc(N(C)C)cc2)s1 | 14 | 1.1 | -3 | -160 | 15 | -126 | 0 | + | 1
Cc1cc2c3c(c1)C(C)CC(C)(C)N3C(=O)C2=C(C#N)C#N (centres undefined) | -14 | -0.6 | -4 | 18 | 0 | 20 | 1 | i | -6
COc1ccccc1S(=O)Cc1ccc(C(=O)NCc2ccccc2Cl)o1 (centres undefined) | 0 | 1.1 | 3 | 10 | -5 | -2 | 0 | i | -3
COc1ccc(Cl)cc1NC(=O)CCCC(=O)c1ccccc1 | -6 | 0.4 | -3 | 17 | -2 | 21 | -2 | i | 1
CCOC(=O)N=S(N)(=O)c1ccccc1 (centres undefined) | 4 | -1.3 | -1 | 1 | 8 | -12 | 2 | i | -3
Cc1ccsc1CN(C(=O)c1ccccc1)C1CCS(=O)(=O)C1 (centres undefined) | 6 | 0.6 | -4 | 7 | -1 | -6 | 2 | i | -2
